Compound activity deposited in PubChem by National Center for Advancing Translational Sciences (NCATS).
TDP1 cell noCPT – qHTS for Inhibitors of human tyrosyl-DNA phosphodiesterase 1 (TDP1): qHTS in cells in absence of CPT. DT40 Tdp1-/- hTDP1 cells, no CPT, ATP luminescence, 48 h. Potency, µM (titrated, usually from 46.2 µM), for inactives: at the top dose activity change, negative = growth inhibition, usual class: inhibitors. 420,000 compounds, 15% hits. AID 686978, 2013; note: nearly all actives have a fitted effect of over 55% in size
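Readout: luminescence from CellTiter-Glo after 30 min in the dark at RT. Cells: DT40 Tdp1-/- with stable hTDP1, 400/well. Exposure: compounds alone, ≥48 hr, 37 °C.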
DT40 TDP1 CPT – DT40-hTDP1 cell growth loss with CPT; chicken DT40 Tdp1-/-;hTDP1 cells + 20 nM CPT, ATP luminescence, 48 h; Potency, µM (series often up to 46.2 µM), for inactives: at the top dose activity change, negative = growth inhibition, usual class: inhibitors; 420,000 compounds, 12% hits; AID 686979; note: nearly all actives have a fitted effect of over 55% in size
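Chicken DT40 Tdp1-/- cells stably complemented with human TDP1 were seeded at 400 cells/well in medium containing 20 nM camptothecin, exposed to pin-transferred compounds, and grown at 37 °C for at least 48 hr. Viability was read as ATP luminescence.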
TDP1 inh – TDP1 (human) enzyme inhibition. AID 485290. recombinant TDP1, AlphaScreen DNA substrate cleavage. 350,000 compounds, 0.28% hits. Q9NUW8. Potency, µM (series often up to 130 µM), for inactives: at the highest dose activity change, negative = inhibition, usual class: inhibitors; note: nearly all actives have a fitted effect of over 40% in size
Target sequence (Q9NUW8 whole entry, looked up): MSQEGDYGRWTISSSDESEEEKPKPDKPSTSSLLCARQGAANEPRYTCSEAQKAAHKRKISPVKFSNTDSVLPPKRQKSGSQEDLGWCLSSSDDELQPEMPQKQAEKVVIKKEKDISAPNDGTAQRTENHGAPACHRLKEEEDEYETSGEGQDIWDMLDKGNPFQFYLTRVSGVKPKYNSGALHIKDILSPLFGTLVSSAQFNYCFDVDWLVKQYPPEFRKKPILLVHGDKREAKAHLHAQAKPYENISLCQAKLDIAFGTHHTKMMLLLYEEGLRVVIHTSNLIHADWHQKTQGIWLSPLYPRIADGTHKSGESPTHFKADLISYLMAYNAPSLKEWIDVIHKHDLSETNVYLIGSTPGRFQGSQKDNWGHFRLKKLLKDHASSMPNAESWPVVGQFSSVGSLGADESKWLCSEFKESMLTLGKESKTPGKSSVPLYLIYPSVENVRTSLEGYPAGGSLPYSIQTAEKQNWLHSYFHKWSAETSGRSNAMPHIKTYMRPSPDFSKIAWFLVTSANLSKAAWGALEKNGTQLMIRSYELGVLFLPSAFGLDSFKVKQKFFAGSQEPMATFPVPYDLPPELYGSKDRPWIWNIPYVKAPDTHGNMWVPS
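Tdp1 1 nM final; 15 min RT w/ cpd; substrate 15 nM, 5 min; beads 10 ug/ml, 10 min; AlphaScreen read. Neg ctrl: no enzyme.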
* hit, by the source's call; u = inconclusive; x = not tested or not shown; & = joins results of further samples; [ ] = remark or other dose. Calls come from the whole dose curve; as a rule, active = well fitted curve in the direction sought with a large enough effect; inconclusive = small, poorly fitted or top-dose-only effect, or another doubt; inactive = no such curve, though single readings can be large; an effect the other way counts as inactive or inconclusive. % is set by controls: 0 for no effect and ±100 for the full control effect; potency is the fitted concentration of half-maximal effect. The order is random; overall some 18% were active at least once.

Under each structure: TDP1 cell noCPT	DT40 TDP1 CPT	TDP1 inh
1: c1cncc(C(c2nnnn2C2CCCC2)N2CCCC2)c1 (configuration not stated)
    -12%	6%	8%
2: O=C(Nc1cc(C(F)(F)F)ccc1N1CCOCC1)c1ccc(F)cc1
    -3%	0%	7%
3: COc1cccc(C(NC(C)=O)c2nc(-c3ccc(F)cc3OC)cs2)c1 (configuration not stated)
    u	u	x
4: CCN1CCN(Cc2ccc(NC(=O)c3cc(NC(=O)N4CCNC4=O)cc(OC)c3)cc2C(F)(F)F)CC1
    21µM*	16µM*	7%
5: CC(C)(C)C(=O)Nc1nnc2n1CCS2
    0%	-9%	2%
6: COc1ccc(Cc2nnc(-c3ccccc3)o2)cc1
    -23%	-25%	-3%
7: Cc1ccc(NC(=O)CCN2CCN(C/C=C/c3ccccc3)CC2)cc1C
    u	u	7%
8: COC(=O)c1c(NC(=S)NN2CCN(C)CC2)sc2c1CCC(C)C2 (configuration not stated)
    u	u	7%
9: O=C1OCCC1Sc1nnc(-c2ccccc2)o1 (configuration not stated)
    20%	-1%	3%
10: CCN(CC)Cc1cc(C(C)=O)ccc1O
    -12%	-2%	0%
11: COc1ccc(NC(=O)CSc2nnc(Cc3ccc(C)cc3)c(=O)n2N)cc1
    -7%	-17%	4%[0.505 µM]
12: CC(=O)N1c2ccc(S(=O)(=O)NCCc3ccc(S(N)(=O)=O)cc3)cc2CC1C (configuration not stated)
    -23%	-16%	1%
13: CC(C)C(NS(=O)(=O)c1ccccc1)C(=O)N1CCCCCC1 (configuration not stated)
    1%	6%	7%
14: CCCNC(=O)NC(=O)c1cnccc1C(F)(F)F
    -31%	0%	8%
15: COc1cc(/C=N/N=C2/SCC(=O)N2c2ccc(O)cc2)ccc1O
    21µM*	9.2µM*	1%
16: CCCC(=O)Nc1nnc(SCc2cc(=O)n3ccccc3n2)s1
    u	u	5%
17: C=C(CCO)C1=CCN(S(=O)C(C)(C)C)[C@H]1CCO (some centres not stated)
    -1%	8%	x
18: CCC(CO)Oc1cc(NCc2ccc(F)cc2)c2ncn(C(C)C)c2c1 (configuration not stated)
    u	u	7%
19: CCOc1ccc2nc(N3CCCC(C(=O)Nc4cc(Cl)c(OC)cc4OC)C3)sc2c1 (configuration not stated)
    13µM*	18µM*	1%
20: O=C(Nc1cc2c3c(c1)CC(=O)N3CCC2)c1ccco1
    -24%	5%	x

Single entries from the list:
DT40 TDP1 CPT, #13 reads 6%
TDP1 cell noCPT, #20 reads -24%
TDP1 inh, #5 reads 2%
TDP1 cell noCPT, #11 reads -7%

Later entries:
Under each structure: TDP1 cell noCPT	DT40 TDP1 CPT	TDP1 inh
21: CCCCCn1c(CCNC(=O)c2cccs2)nc2ccccc21
    u	u	9%
22: CCC(=O)N1CCN(c2nc3c(C)cccc3s2)CC1
    u	u	-5%
23: CC(=O)Nc1ccc(NC(=O)C(C)Sc2nc3ccccc3c(=O)n2CC2CCCO2)cc1 (configuration not stated)
    u	u	x
24: CC1(C(=O)NCc2ccccc2Br)CCN1C(=O)Cc1ccc(-c2ccccc2)cc1 (configuration not stated)
    u	u	x
25: CCNc1nc(NCC)nc(Oc2ccc(OCC)nn2)n1
    0%	-2%	4%
26: O=C(CN1C(=O)S/C(=C\c2ccc(Cl)cc2)C1=O)NC1C=CS(=O)(=O)C1 (configuration not stated)
    u	5.2µM*	-5%
27: CCNC(=O)C1(C)CCN(C(=O)c2ccc3c(c2)CCO3)C1 (configuration not stated)
    -8%	u	x
28: COc1cccc(C(=O)Nc2ccccc2C(=O)NCC2CCCO2)c1 (configuration not stated)
    u	u	0%
29: COc1ccc(N(Cc2cc(=O)[nH]c3ccccc23)C(=O)CCl)cc1
    2.1µM*	2.1µM*	x
30: COCCCNC(=O)c1cn(C)c(=O)c2c1c1ccccc1n2C
    -7%	4%	x
31: COc1ccc(Cl)cc1S(=O)(=O)NC(C)C(=O)NCc1ccccn1 (configuration not stated)
    -3%	4%	12%[0.0935 µM]
32: O=C(COC(=O)C1CCC(=O)N1)Nc1cccc([N+](=O)[O-])c1 (configuration not stated)
    -16%	-9%	0%
33: CC1(C)Cc2cccc(OCC(=O)Nc3ccc(S(N)(=O)=O)cc3)c2O1
    -28%	-27%	x
34: O=C(NCc1ccccc1)C(c1cccs1)N(Cc1cccs1)C(=O)c1cnccn1 (configuration not stated)
    u	u	-1%
35: CCOCCCN1CN(S(=O)(=O)c2ccc(Cl)cc2)c2nc3ccccc3nc21
    u	0%	9%
36: Cc1c(C(=O)NC(=S)Nc2ccccc2N2CCCC2)cccc1[N+](=O)[O-]
    u	u	7%
37: COc1cc(NC(=O)c2cc3c(=O)oc4ccc(C)cc4c3s2)cc(OC)c1OC
    -8%	-2%	7%
38: Nn1c(SCC(=O)Nc2ccccc2C(F)(F)F)nncc1=O
    19%	-12%	0%
39: O=C(c1cnccn1)N(Cc1cccs1)C1(C(=O)NC2CCCCC2)CCCCC1
    -44%	u	0%
40: Cc1cc(C)cc(OCC(=O)NNC(=O)c2cc3ccccc3oc2=O)c1
    u	u	-1%
41: COc1ccc(NC(=O)c2ccc(NC(=O)C3COc4ccccc4O3)cc2)c(OC)c1 (configuration not stated)
    -23%	5%	x
42: CCCN(Cc1cc2cc(C)ccc2[nH]c1=O)C(=O)c1cccc(OC)c1
    u	u	3%
43: Cc1sc2nc(SCC(=O)N(CCO)CCO)n(C3CCCCC3)c(=O)c2c1C
    -24%	-9%	1%
44: COc1ccc(C(=O)C[n+]2ccc3c(c2)nnn3-c2ccccc2)cc1
    u	-24%	8%
45: O=C(/C=C/c1ccc(Cl)cc1Cl)N1CCc2ccccc21
    u	-19%	-3%
46: Cc1cc(C(=O)O)ccc1[N+](=O)[O-]
    u	-12%	0%&9%
47: COc1cc(O)ccc1/C=N/NC(=O)c1ccc([N+](=O)[O-])cc1
    u	6%	9%
48: O=C1[C@H](Cc2ccccc2)NCCCC[C@@H](c2ccc(Cl)cc2)N1Cc1ccc(Cl)cc1
    u	u	x
49: CC(=O)Nc1cc2c(cc1Cl)Cc1cc(Cl)ccc1-2
    -15%	-15%	x
50: CC(=O)NCc1nc2ccccc2n1Cc1ccccc1C
    5%	-18%	2%
51: CC(C)(C)CN1CCNC(=O)C1CC(=O)NCCc1ccccc1F (configuration not stated)
    u	-5%	5%
52: CCOc1ccc(NC(=O)CN(C)S(=O)(=O)c2cccs2)cc1
    -23%	-6%	2%
53: CCNC(=O)C1(C)CCCN(Cc2ccc(Oc3ccccc3)cc2)C1 (configuration not stated)
    18µM*	13µM*	x
54: O=c1c2c(nc3c(-c4cccc(Br)c4)c[nH]n13)CCCC2
    -103%	16µM*	2%
55: Cc1ccc(Nc2c(-c3ccsc3)nc3cccc(C)n23)cc1
    u	16µM*	7%&10%
56: Cc1ccc(Nc2nnc(SCC(=O)NCc3ccco3)s2)cc1
    -26%	4%	u
57: O=c1cc(CN2CC(O)Cc3ccc4ccccc4c32)nc2sccn12 (configuration not stated)
    u	u	3%
58: O=C(NCC1CCCCC1)c1csc([C@@H]2O[C@H](CO)[C@H](O)[C@H](O)[C@H]2O)n1
    -2%	4%	x
59: Cc1nc2ccccc2nc1CN1CCOc2ccc(C(C)(O)COc3ccccc3)cc2C1 (configuration not stated)
    u	u	x
60: COc1ccc(NC2CCCN(C(=O)COc3ccc(Cl)cc3C)C2)cc1OC (configuration not stated)
    26µM*	23µM*	9%

Shown bar-delimited: part of the list above
No. | canonical_smiles | TDP1 cell noCPT | DT40 TDP1 CPT | TDP1 inh
41 | COc1ccc(NC(=O)c2ccc(NC(=O)C3COc4ccccc4O3)cc2)c(OC)c1 (configuration not stated) | -23% | 5% | x
42 | CCCN(Cc1cc2cc(C)ccc2[nH]c1=O)C(=O)c1cccc(OC)c1 | u | u | 3%
43 | Cc1sc2nc(SCC(=O)N(CCO)CCO)n(C3CCCCC3)c(=O)c2c1C | -24% | -9% | 1%
44 | COc1ccc(C(=O)C[n+]2ccc3c(c2)nnn3-c2ccccc2)cc1 | u | -24% | 8%
45 | O=C(/C=C/c1ccc(Cl)cc1Cl)N1CCc2ccccc21 | u | -19% | -3%
46 | Cc1cc(C(=O)O)ccc1[N+](=O)[O-] | u | -12% | 0%&9%

In the list so far, 2 have bromine:
Under each structure: TDP1 cell noCPT	DT40 TDP1 CPT	TDP1 inh
24: CC1(C(=O)NCc2ccccc2Br)CCN1C(=O)Cc1ccc(-c2ccccc2)cc1 (configuration not stated)
    u	u	x
54: O=c1c2c(nc3c(-c4cccc(Br)c4)c[nH]n13)CCCC2
    -103%	16µM*	2%

The list goes on.
Under each structure: TDP1 cell noCPT	DT40 TDP1 CPT	TDP1 inh
61: COc1ccc(C2CC(c3cccs3)=NN2C(=O)CCl)cc1OC (configuration not stated)
    3.3µM*	2.6µM*	7%
62: CCC(=O)c1c[nH]c(C(=O)NCc2cccc(C(F)(F)F)c2)c1
    -12%	30%	x
63: CC(=O)N1CCC(C(=O)OCc2ccccc2F)(c2ccccc2)CC1
    21µM*	u	0%
64: COc1cc(/C=N/n2cnnc2-n2nc(C)cc2C)cc([N+](=O)[O-])c1O
    -5%	-7%	5%
65: COC(=O)CCC[C@H]1CC2(C[C@H](CCCO[Si](C)(C)C(C)(C)C)N1C(=O)OC(C)(C)C)OCCO2
    18µM*	u	0%
66: O=C(NCCC1=CCCCC1)c1ccc(Cl)c(S(=O)(=O)Nc2ccccc2)c1
    -26%	-23%	4%
67: COc1ccc(NC(=O)c2cccnc2N2CCCCC2)cc1
    u	-25%	-2%
68: Cn1nnnc1SCC(=O)N1CCCCC1
    6%	-16%	-13%
69: CCc1ccc(N2C(=O)CC(N3CCN(c4ccccn4)CC3)C2=O)cc1 (configuration not stated)
    -1%	-7%	x
70: Oc1c(C(Nc2ccccn2)c2cccnc2)cc(Cl)c2cccnc12 (configuration not stated)
    5.2µM*	4.6µM*	11%
71: COc1ccc(-n2c(-c3cc(-c4ccccc4)sc3N)n[nH]c2=S)cc1
    16µM*	u	x
72: O=C(O)c1ccc(Cl)c(S(=O)(=O)N(Cc2ccccc2)c2ccc(F)cc2)c1
    4%	4%	x
73: CC(NC(=O)C(=O)N1CCCCC1)C(c1cccs1)N1CCN(c2ccccc2)CC1 (configuration not stated)
    -27%	-29%	3%
74: COCCN(C(=O)C1=COCCO1)c1c(N)n(CC(C)C)c(=O)[nH]c1=O
    24%	0%	0%
75: COc1ccccc1C(=O)Nc1cccc(NC(C)=O)c1
    0%	-9%	-1%
76: COc1cccc(CN(C)C(=O)CSCC(=O)Nc2ccc(C)cc2)c1OC
    12µM*	u	0%
77: COCC(C)N=C1NN=C(c2cccs2)C(CC(=O)O)S1 (configuration not stated)
    -5%	4%	1%
78: CC(=O)N1CCOc2ccc(S(=O)(=O)N3CCN(c4cccc(C(F)(F)F)c4)CC3)cc21
    u	u	3%
79: COC(=O)c1cc(C(=O)OC)n(Cc2ccc(F)cc2)c1C
    u	-11%	-3%
80: CCc1ccccc1NC(=O)C1CCCN1C(=O)NCc1ccccc1 (configuration not stated)
    -4%	5%	10%
81: CCCCCCC(C)OC(=O)c1ccccc1C(=O)O (configuration not stated)
    -6%	-3%	3%
82: COc1ccc(C(C(=O)NC2CCCC2)N(Cc2cccnc2)C(=O)c2snc(C(N)=O)c2N)cc1 (configuration not stated)
    -16%	-16%	9%
83: Cc1cccc(C)c1-n1nnnc1-c1cnccc1C(F)(F)F
    -26%	-18%	-6%
84: CCCOc1ccc(C(=O)Nc2cc(-c3nn4c(C)nnc4s3)ccc2C)cc1
    -13%	u	-5%
85: CCNC(=S)N(CCCN(CC)CC)Cc1cc2cc3c(cc2[nH]c1=O)OCO3
    6%	-16%	x
86: O=C(/C=C/c1ccc2c(c1)OCO2)Nc1nncs1
    -5%	1%	-8%
87: CC1CCN(C(=O)c2cc3c(=O)n(C)c4ccccc4c3s2)CC1
    u	12µM*	5%
88: COc1ccc(OC)c2c1C(=O)CC2C (configuration not stated)
    -11%	5%	x
89: COc1ccc(/C=N/NC2=NS(=O)(=O)c3ccccc32)cc1OC
    -4%	-16%	x
90: CCO[C@@H]1OC(C(N)=O)=C[C@H](c2ccc(C(F)(F)F)cc2)[C@H]1CCCO
    -17%	-17%	3%
91: O=c1c2ccccc2c(=O)n(-c2ccccc2)n1CCCCBr
    u	u	x
92: Cc1cc(C)n(-c2nc3ccccc3nc2Nc2ccc(Cl)c(C(=O)OC(C)C)c2)n1
    11%	7%	-6%[12.3 µM]
93: CCc1nc2ccccc2n2c(-c3ccc(C)cc3)c3c(=O)n(C)c(=O)n(C)c3c12
    u	u	-2%
94: COc1ccc(OCC(=O)N(Cc2sccc2C)C2CCS(=O)(=O)C2)cc1 (configuration not stated)
    10%&-22%	0%&-22%	2%&0%
95: Cc1ccc(C(=O)NCC(=O)OC(C)C(=O)NC2CCCCC2C)cc1C (configuration not stated)
    -13%	11%	x
